From PubChem BioAssay
Pol beta inh – DNA polymerase beta (human) inhibition | P06746 | 1.3% of 340,000 active | Pol beta primer extension/strand displacement, fluorescence kinetic | Potency, µM (titrated, usually from 114 µM), for the others: top-dose activity change, negative = inhibition, most hits filed as inhibitors; also: potency is read from the fitted curve at half-maximal effect; % is scaled to controls: 0 for no effect and ±100 for the full control effect
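Preincubation: enzyme (10 nM) with compound, 15 min, RT. Reaction: substrate added to 50 nM final. Reads: 0 and 10 min. Analysis: normalized, Hill fit.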
Pol kappa inh – inhibitors of human DNA polymerase kappa; purified Pol kappa, fluorescent DNA synthesis assay, 10 min; Potency, µM (titrated, usually from 107 µM), inactives show top-dose activity, negative = inhibition, most hits filed as inhibitors; Q9UBT6; 0.53% of 400,000 active; AID 588579; also: potency is read from the fitted curve at half-maximal effect; % is scaled to controls: 0 for no effect and ±100 for the full control effect
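Kinetic fluorescence readout at 0 and 10 min followed reaction start with substrate at 50 nM final. Beforehand, enzyme (10 nM Pol kappa) stood 15 min with compound at room temperature; buffer-only wells were negative controls.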
ERG-DNA inh – blocks human ERG Ets domain binding to DNA. Potency, µM (doses to about 76.9 µM), for the others: at the top dose FP activity, negative = inhibition, most hits filed as inhibitors. 0.028% of 370,000 active. AID 624246. fluorescence polarization, His-ERG Ets domain / labelled DNA; active = well fitted inhibition curve with a large enough effect in the polarisation, with a control signal flat; inconclusive = small, poorly fitted or top-dose-only effect, or effect the other way, or a change in a side signal; inactive = no such curve, though single readings can be large or run the other way; the % refers to the polarisation;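 also: polarization taken with two DNA probes labelled with fluorescein and Texas red; potency is read from the fitted curve at half-maximal effect; % of control where 0% means no effect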
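His-tagged ERG Ets domain (1 uM in the protein solution; 300mM KCl, 50mM Tris-HCl, 1mM EDTA, 1mM DTT, pH 7.5) received compound, then a probe mix of 5 nM fluorescein-DNA and 100nM Texas-615-DNA. Fluorescence polarization was read for both dyes.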
POLI inh – DNA polymerase iota (human) inhibition; Q9UNA4; Pol iota fluorescent replication assay, 10 min; Potency, µM (top dose mostly 115 µM), for inactives: at the highest dose activity, negative = inhibition, most hits filed as inhibitors; 1% of 390,000 active; also: potency is read from the fitted curve at half-maximal effect
Target sequence (Q9UNA4 whole entry, looked up): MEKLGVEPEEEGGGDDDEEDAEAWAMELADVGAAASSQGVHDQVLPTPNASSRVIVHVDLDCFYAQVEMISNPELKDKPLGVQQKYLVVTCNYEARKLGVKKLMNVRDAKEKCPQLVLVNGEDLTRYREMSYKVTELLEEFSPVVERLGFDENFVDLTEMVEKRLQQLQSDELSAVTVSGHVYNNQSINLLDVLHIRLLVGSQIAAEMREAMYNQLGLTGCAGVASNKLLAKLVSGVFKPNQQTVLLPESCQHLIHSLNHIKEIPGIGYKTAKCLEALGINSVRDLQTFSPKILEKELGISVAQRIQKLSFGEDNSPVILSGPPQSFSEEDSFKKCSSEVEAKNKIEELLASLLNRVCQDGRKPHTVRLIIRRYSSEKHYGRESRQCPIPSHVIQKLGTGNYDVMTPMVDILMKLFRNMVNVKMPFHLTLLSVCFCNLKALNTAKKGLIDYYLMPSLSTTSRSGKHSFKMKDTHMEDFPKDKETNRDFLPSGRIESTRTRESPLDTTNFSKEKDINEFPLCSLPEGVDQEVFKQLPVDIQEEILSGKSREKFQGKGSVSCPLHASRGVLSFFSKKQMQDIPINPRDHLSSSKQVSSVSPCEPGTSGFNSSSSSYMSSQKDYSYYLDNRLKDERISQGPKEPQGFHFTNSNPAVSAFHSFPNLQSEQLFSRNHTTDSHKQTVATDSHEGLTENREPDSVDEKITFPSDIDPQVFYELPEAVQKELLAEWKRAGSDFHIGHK
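Fluorescent replication assay read twice, at 0 min and 10 min after adding 50 nM (final) substrate. Enzyme (10 nM) and compounds were first incubated 15 min at room temperature; enzyme-free buffer wells were negative controls.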
12-LOX inh – blocks human arachidonate 12S-lipoxygenase | P18054 | Potency, µM (titrated, usually from 108 µM), for the others: at the top dose activity change, negative = inhibition, hits mostly inhibitors | 1.1% of 580,000 active | purified 12hLO, xylenol orange hydroperoxide absorbance; also: potency is read from the fitted curve at half-maximal effect; % is scaled to controls: 0 for no effect and ±100 for the full control effect
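Hydroperoxide product was detected by ferrous iron/xylenol orange as the 573 to 405 nm absorbance ratio. Arachidonic acid at 40 uM (final) was turned over for 30 min at room temperature by 150 nM human 12hLO, pH 7.0 Hepes buffer, after 15 min compound preincubation.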
APE1 inh – blocks human APE1 abasic DNA cleavage; P27695; recombinant APE1, TAMRA/BHQ-2 abasic DNA cleavage fluorescence; Potency, µM (titrated, usually from 65.8 µM), for inactives: at the top dose activity change, negative = inhibition, most hits filed as inhibitors; 0.35% of 350,000 active; AID 2517;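 also: potency is read from the fitted curve at half-maximal effect; plate controls were vehicle for no effect and reference inhibitor for full effect; nearly all actives have a fitted effect of over 55% in size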
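Enzyme (0.75 nM final) and test compound are incubated 15 min at room temperature before adding 50 nM quenched THF abasic-site duplex. Cleavage dequenches TAMRA, followed at 525/598 nm over three reads one minute apart.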
TRHR ag – activates the human TRH receptor; P34981; TRHR cells, calcium flux fluo-8, FDSS agonist mode; activation, % at 2 µM; 0.18% of 360,000 active; AID 493084; in the data active = activation above about 30%; also: 0% is about no effect
Target sequence (P34981 whole entry, looked up): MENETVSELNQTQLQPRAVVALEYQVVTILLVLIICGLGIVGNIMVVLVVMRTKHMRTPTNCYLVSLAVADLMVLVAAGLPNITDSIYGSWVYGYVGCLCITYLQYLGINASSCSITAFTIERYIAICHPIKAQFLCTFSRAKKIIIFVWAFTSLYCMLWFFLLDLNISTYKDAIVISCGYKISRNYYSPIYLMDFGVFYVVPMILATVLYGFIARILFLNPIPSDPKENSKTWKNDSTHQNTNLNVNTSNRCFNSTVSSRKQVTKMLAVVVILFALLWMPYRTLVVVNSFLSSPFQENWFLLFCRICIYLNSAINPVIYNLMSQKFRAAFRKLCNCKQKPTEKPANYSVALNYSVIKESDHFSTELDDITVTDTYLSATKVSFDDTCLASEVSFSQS
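TRHR-expressing cells loaded with fluo-8 calcium dye; 23 nL library compound pin-transferred, kinetic FDSS fluorescence (Ex 480/Em 530) recorded about 180 s for agonist-induced calcium release, before a 10 nM TRH EC20 addition for potentiator mode.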
Anesthetic bind – candidate novel general anesthetic via apoferritin binding | P02791 | apoferritin/1-aminoanthracene competitive binding, fluorescence | Potency, µM (titrated, usually from 77.5 µM), without a hit: at the top dose activity change, negative = displacement, most hits filed as inhibitors | 0.074% of 350,000 active | AID 485281; also: potency is read from the fitted curve at half-maximal effect; % is scaled to controls: 0 for no effect and ±100 for the full control effect; nearly all actives have a fitted effect of over 20% in size
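10 uM apoferritin + 50% sat. 1-AMA, PBS; cpd 10 min RT; Ex380/Em535 endpoint; normalized to free probe vs complex; 4-param Hill fit; propofol titration as pos. ctrl.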
BLM helicase inh – blocks DNA unwinding by human BLM helicase; P54132; 0.2% of 350,000 active; recombinant BLM DNA unwinding, fluorescence dequenching; Potency, µM (highest dose often 56.1 µM), without a hit: at the top dose activity change, negative = inhibition, most hits filed as inhibitors;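 also: potency is read from the fitted curve at half-maximal effect; plate controls were vehicle for no effect and no enzyme for full effect; nearly all actives have a fitted effect of over 35% in size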
Numbers without * were called inactive; ? = inconclusive; / = no result given; & = joins results of further samples; [ ] = dose if it differs, or a comment. Unless noted, calls follow the shape of the dose curve; as a rule, active = well fitted curve in the direction sought with a large enough effect; inconclusive = small, poorly fitted or top-dose-only effect, or another doubt; inactive = no such curve, though single readings can be large; an effect the other way counts as inactive or inconclusive.

nr	smiles	Pol beta inh	Pol kappa inh	ERG-DNA inh	POLI inh	12-LOX inh
1	Cc1ccc2[nH]c3c(c2c1)CN(C(=O)CN1CCN(c2cccc(C)c2C)CC1)CC3	14%	-19%	-1%	22%	40µM*
2	Cc1nc2ccccc2n1C1CCN(CC(=O)NCc2ccc(F)cc2)CC1	-1%	-3%	/	25%	5%
3	CNc1nc(-c2ccc3c(c2)CCN3C(=O)CC(C)(C)C)c(C)s1	0%	11%	0%	9%	?
4	CC1(C)C(=O)OC(/C=C\c2ccccc2)C(C)(C)C1=O (stereo not drawn)	18%	-8%	-2%	?	18%
5	CCc1ccc(CNc2nc3nc(C)c(Cc4ccccc4)c(=O)n3[nH]2)cc1	15%	-4%	-2%	-2%	-22%
6	Cn1cc(CN2CCCC(C(=O)c3cccs3)C2)c(-c2cccc(Cl)c2)n1 (stereo not drawn)	2%	-4%	15%	17%	4%
7	CCOC(=O)N1CCC(NC(=O)c2cnn3cccnc23)CC1	1%	-14%	-2%	-1%	20%
8	CCOC(=O)c1sc(N2C(=O)c3oc4ccc(F)cc4c(=O)c3C2c2cccc(OC)c2)nc1C (stereo not drawn)	0%	-26%	-1%	3%	?
9	CSc1ccccc1C(=O)NCCCOC(C)C	9%	-6%	-2%	22%	4%
10	O=C(N/N=C/C=C/c1ccccc1[N+](=O)[O-])c1ccncc1	20%	6%	-6%	15%	1%
11	O=C(CCc1ccccc1)Nc1ccc2ccccc2n1	-19%	-2%	3%	20%	-1%
12	COc1ccc(N(CC(=O)Nc2ccc3c(c2)OCO3)S(=O)(=O)c2c(C)nn(C)c2C)cc1	-3%	-21%	8%	-21%	66%[activator]

nr	APE1 inh	TRHR ag	Anesthetic bind	BLM helicase inh
1	1%	2.2	8%	-22%
2	5%	-0.9	-3%	-5%
3	6%	-0.5	-9%	2%
4	4%	-0.2	?	-4%
5	/	0.2	-9%	0%
6	0%	0.6	-18%	-11%
7	3%	0.1	4%	2%
8	/	0.1	-3%	-4%
9	1%	0.0	-4%	-1%
10	-1%	0.5	3%	-5%
11	-2%	0.0	-17%	-1%
12	-3%	-0.3	-9%	3%

Part of the list above, reformatted:
| no. | molecule | Pol beta inh | Pol kappa inh | ERG-DNA inh | POLI inh | 12-LOX inh | APE1 inh | TRHR ag | Anesthetic bind | BLM helicase inh |
| --- | --- | --- | --- | --- | --- | --- | --- | --- | --- | --- |
| 2 | Cc1nc2ccccc2n1C1CCN(CC(=O)NCc2ccc(F)cc2)CC1 | -1% | -3% | / | 25% | 5% | 5% | -0.9 | -3% | -5% |
| 10 | O=C(N/N=C/C=C/c1ccccc1[N+](=O)[O-])c1ccncc1 | 20% | 6% | -6% | 15% | 1% | -1% | 0.5 | 3% | -5% |
| 5 | CCc1ccc(CNc2nc3nc(C)c(Cc4ccccc4)c(=O)n3[nH]2)cc1 | 15% | -4% | -2% | -2% | -22% | / | 0.2 | -9% | 0% |
| 1 | Cc1ccc2[nH]c3c(c2c1)CN(C(=O)CN1CCN(c2cccc(C)c2C)CC1)CC3 | 14% | -19% | -1% | 22% | 40µM* | 1% | 2.2 | 8% | -22% |

Additional entries follow.
nr	smiles	Pol beta inh	Pol kappa inh	ERG-DNA inh	POLI inh	12-LOX inh
13	NC(=O)COC(=O)CCSc1ccc(Cl)cc1	0%	-7%	4%	8%	2%
14	O=c1[nH]c2cc3c(cc2cc1C(c1nnnn1Cc1ccccc1)N1CCCc2ccccc21)OCO3 (stereo not drawn)	?	-13%	0%	-9%[58.9 µM]	-29%
15	O=C(O)CCNC(=O)C12CC3CC(CC(C3)C1)C2	20%	-1%	13%	88%[activator]	0%
16	Cc1nnc(N2CCN(C(=O)NCCC(C)C)CC2)c2nn(-c3ccc(Cl)cc3)c(C)c12	-3%	32%	20%	7%	-5%
17	Cc1cccc(C)c1NC(=O)C1(N(Cc2ccco2)C(=O)CC2NC(=O)NC2=O)CCCCC1 (stereo not drawn)	-2%	7%	-1%	17%	0%[57.4 µM]
18	CC(/C=N/NC(=O)c1cnccn1)=C\c1ccco1	-2%	-14%	4%	29%	464%[activator]
19	O=C/C(=C\Nc1ccc(Cl)cn1)c1nc2ccccc2o1	-20%	-2%	-4%	-6%	?
20	CCN1C(=O)[C@@H]2[C@@H](c3ccc(-c4ccc(OC)cc4)cc3)N3CCC[C@@]3(C(=O)OC)[C@@H]2C1=O	/	-4%	6%	31%[activator]	?
21	CC1CCCc2sc3nc(NCc4ccco4)n4ncnc4c3c21 (stereo not drawn)	?	-9%	-11%	?	0%
22	O=C(N1CCCCCC1)N1CCN(S(=O)(=O)N2CCOCC2)CC1	0%	-12%	10%	-1%	0%
23	COc1ccc(CCNC(=O)c2ccc3c(c2)OCCO3)cc1	15%	-9%	-4%	-4%	243%[activator]
24	COCCCNC(=O)COc1ccc(Br)cc1Cl	25%	-5%	-5%	22%	-1%

nr	APE1 inh	TRHR ag	Anesthetic bind	BLM helicase inh
13	3%	-0.7	-14%	-3%
14	-1%	0.2	2%	-6%
15	2%	0.1	-2%	0%
16	/	-0.3	0%	0%
17	1%	0.1	-10%	-2%
18	1%	-0.3	-12%	-6%
19	10%	0.9	-1%	-8%
20	1%	0.0	/	/
21	6%	0.2	?	-14%
22	-1%	0.5	-5%	0%
23	0%	-0.2	-12%	0%
24	-8%	0.1	-2%	2%

The list continues.
nr	smiles	Pol beta inh	Pol kappa inh	ERG-DNA inh	POLI inh	12-LOX inh
25	CN1CCCN(Cc2ccccc2Br)CC1	8%	-8%	2%	20%	?
26	COc1ccccc1N1CCN(c2ccc(S(=O)(=O)N3CCN(C)CC3)cn2)CC1	/	-13%	6%	-14%	-27%
27	CCC(=O)N1C(=O)CCN(C(C)=O)c2ccccc21	?	-2%	-8%	9%	2%
28	CC(C)C(NC(=O)c1ccccc1)C(=O)NCc1ccccn1 (stereo not drawn)	46%	-15%	-5%	4%	17%
29	Cc1cccc(OCC(=O)N(C)CC(=O)Nc2cccc(F)c2)c1C	/	-4%	-7%	34%	-1%
30	CC(C)N(C(=O)COC(=O)c1cccnc1Cl)c1ccccc1	/	-19%	-6%	76%[activator]	-3%
31	FC(F)(F)c1ccccc1-c1cncnc1-n1ccnc1	/	2%[60.1 µM]	/	/	-12%
32	CCN1CCN(CC(=O)N2N=C(c3cccs3)CC2c2ccc(OC)c(OC)c2)C(=O)C1=O (stereo not drawn)	-1%	0%	-7%	-12%	5%
33	O=C(Cc1ccccc1)NC1CCN(C(=O)c2ccc([N+](=O)[O-])cc2)CC1	0%	-4%	6%	23%	-6%
34	COc1ccccc1CNC(=O)C1COc2ccccc2O1 (stereo not drawn)	-11%	-9%	-5%	21%	-15%
35	Cc1nc(-c2ccc(S(=O)(=O)NCc3ccccc3Cl)cc2)co1	2%	-1%[60.1 µM]	2%	13%	-28%
36	CCOC(=O)N1C/C(=C\c2ccccc2)C(=O)/C(=C/c2ccccc2)C1	2%	-14%	-7%	?	116%[activator]

nr	APE1 inh	TRHR ag	Anesthetic bind	BLM helicase inh
25	56%[activator]	-0.4	-2%	-6%
26	-1%	/	/	/
27	15%	0.9	7%	2%
28	15%	-0.1	5%	-12%
29	-3%	-0.3	/	/
30	-2%	/	/	/
31	-2%	/	/	3%
32	-4%	0.5	-11%	0%
33	6%	1.1	-2%	-1%
34	-6%	-0.7	-2%	2%
35	/	0.0	-13%	-2%
36	5%	-0.3	-6%	-8%

Marked active in 12-LOX inh, among the entries above:
no. | Molecule | Pol kappa inh | ERG-DNA inh | POLI inh | 12-LOX inh | APE1 inh | TRHR ag | BLM helicase inh
1 | Cc1ccc2[nH]c3c(c2c1)CN(C(=O)CN1CCN(c2cccc(C)c2C)CC1)CC3 | -19% | -1% | 22% | 40µM* | 1% | 2.2 | -22%

Next structures.
nr	smiles	Pol beta inh	Pol kappa inh	ERG-DNA inh	POLI inh	12-LOX inh
37	CC(=O)Nc1ccc(C(=O)CS(=O)(=O)c2ccc(C)cc2)cc1	17%	-13%	7%	13%	6%
38	CC(C)C[C@H](NC(=O)c1[nH]cnc1C(=O)Nc1ccc(Cl)cc1)C(=O)OC(C)(C)C	-25%	-10%	-2%	0%	5%
39	COc1ccc(OC)c(NC(=O)CCN2CC(C)OC(C)C2)c1 (stereo not drawn)	2%	0%	-1%	15%	-12%
40	C=CCSC1=Nc2cc(OC)c(OC)cc2C2=NC(=O)CN12	-3%	-5%	-8%	23%	-6%
41	COc1cc(C(=O)Nc2ccc(Cl)c([N+](=O)[O-])c2)cc(OC)c1OC	-7%	-6%	?	18%	16%
42	CSc1ccccc1NC(=O)CN(C)CC(=O)Nc1c(F)cccc1F	20%	-13%	-1%	-7%	8%
43	Cc1ccc(SCC(=O)NNC(=O)CCS(=O)(=O)c2ccccc2)cc1	/	-7%	18%	-17%	6%
44	O=S(=O)(O)C1CCNCC1	2%	/	/	-1%[58.9 µM]	/
45	COc1cc(COc2ccc3c(C)c(Cc4ccccc4)c(=O)oc3c2)cc(OC)c1OC	-1%	-3%	4%	55%[activator]	15%
46	CC(O)[C@H]1CC[C@H]2[C@@H]3CC[C@H]4C[C@H](O)CC[C@]4(C)[C@H]3[C@H](O)C[C@]12C (stereo partly drawn)	/	-10%	0%	13%	-6%
47	NS(=O)(=O)c1cccn1-c1ncc(C(F)(F)F)cc1Cl	3%	5%	15%	-3%	22%
48	COc1cc(OC)cc(C(=O)Nc2ncn[nH]2)c1	/	-4%	15%	59%[activator]	9%

nr	APE1 inh	TRHR ag	Anesthetic bind	BLM helicase inh
37	1%	0.6	-6%	-5%
38	-7%	0.3	-2%	-14%
39	-1%	0.2	-8%	1%
40	0%	-0.5	-3%	-6%
41	-3%	0.2	-8%	-3%
42	-2%	0.1	-9%	2%
43	8%	/	/	/
44	8%&-3%	-0.1	-2%	-1%
45	-11%	1.1	-14%	-6%
46	-7%	-0.8	/	/
47	1%	-0.2	-13%	-7%
48	20%	-0.1	/	/

Some of the compounds tested, so the mix of outcomes need not match the whole.
